Compound activity as filed in PubChem BioAssay.
OX1R antag = OX1R (human) antagonism | inhibition, % at 6.6 µM | OX1R-expressing cells, FRET antagonist read-out | AID 485270 | actives 1.8% (n = 330,000); in the data active means inhibition mostly above about 38%, no sharp cut-off; inactive means mostly below about 40%;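 further: 0% = agonist challenge alone and 100% = reference antagonist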
Target sequence (O43613 whole entry, looked up): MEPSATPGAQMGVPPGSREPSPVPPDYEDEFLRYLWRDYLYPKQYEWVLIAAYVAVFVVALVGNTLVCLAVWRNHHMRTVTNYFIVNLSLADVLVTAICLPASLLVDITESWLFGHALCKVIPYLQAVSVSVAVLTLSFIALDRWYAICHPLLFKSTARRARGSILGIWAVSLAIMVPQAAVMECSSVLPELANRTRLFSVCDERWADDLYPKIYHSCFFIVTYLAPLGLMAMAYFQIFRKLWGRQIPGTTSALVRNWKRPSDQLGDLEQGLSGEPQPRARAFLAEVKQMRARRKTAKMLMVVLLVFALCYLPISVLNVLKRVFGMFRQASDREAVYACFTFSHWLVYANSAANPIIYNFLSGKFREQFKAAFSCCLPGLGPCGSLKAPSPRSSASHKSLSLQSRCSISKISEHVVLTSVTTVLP
STK33 inh = inhibitors of human STK33 kinase | actives 0.073% (n = 320,000) | inhibition, % at 10 µM | Q9BYT3 | purified STK33, MBP phosphorylation, ADP-Glo luminescence;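 active means inhibition at or above 25%, using the most active replicate where run in duplicate; inactive means inhibition below 25%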
Target sequence (Q9BYT3 whole entry, looked up): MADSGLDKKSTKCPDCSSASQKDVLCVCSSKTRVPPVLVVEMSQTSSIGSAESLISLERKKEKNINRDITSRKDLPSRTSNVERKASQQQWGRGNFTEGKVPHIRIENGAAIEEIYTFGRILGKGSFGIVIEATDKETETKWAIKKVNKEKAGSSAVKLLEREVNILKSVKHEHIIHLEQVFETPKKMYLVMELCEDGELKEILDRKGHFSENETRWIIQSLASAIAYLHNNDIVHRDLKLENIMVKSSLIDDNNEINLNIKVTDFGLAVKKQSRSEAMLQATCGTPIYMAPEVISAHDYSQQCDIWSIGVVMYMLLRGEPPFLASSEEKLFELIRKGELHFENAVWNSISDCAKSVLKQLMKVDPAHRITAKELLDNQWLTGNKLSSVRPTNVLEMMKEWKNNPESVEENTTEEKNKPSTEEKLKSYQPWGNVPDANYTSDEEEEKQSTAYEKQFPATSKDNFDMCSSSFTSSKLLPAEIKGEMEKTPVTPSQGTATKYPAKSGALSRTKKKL
The depositor's hits bear a star; · = not tested or not shown.

OX1R antag | STK33 inh | SMILES
-11 | -1.4 | COCCNC(=S)N1CCN(Cc2ccc3c(c2)OCO3)CC1
55* | 0.8 | Cc1ccccc1NC(=O)CSc1nnc2ccc(-c3ccccn3)nn12
15 | -3.2 | CC1Cc2ccccc2N1C(=O)CSc1nnc(CSc2ncccn2)n1C (configuration not stated)
1 | 0.5 | COc1ccccc1-c1sc2ccccc2c1-c1ccccc1OC
7 | -1.9 | CC1Cc2cc(S(=O)(=O)N3CCN(c4ccccc4F)CC3)ccc2N1C(=O)C1CC1 (configuration not stated)
4 | 6.0 | COc1ccc(NC(=O)C2CCN(S(=O)(=O)c3ccc(N4CCCC4=O)cc3)CC2)cc1OC
10 | -0.5 | Cc1ccc(NC(=O)CN(C)C(=O)c2ccc(Cl)nc2)cc1
· | 0.2 | O=C(c1ccccc1CCc1ccccc1)N1CCCC1
2 | -2.2 | CC(C)c1ccc(CNc2nnnn2C)cc1
4 | -0.3 | O=C1CN(C(=O)COc2ccccc2)c2ccccc2N1
2 | 1.0 | CCc1ccc(-c2nc(CN3CCC(C(=O)N4CCN(c5ccccn5)CC4)CC3)c(C)o2)cc1
20 | -5.3 | CCOc1ccc(CCN2C(=O)CCC2(C)C(=O)NC(C)CC)cc1OCC (configuration not stated)

The last six entries of the section above come first, to join the parts:
OX1R antag | STK33 inh | SMILES
10 | -0.5 | Cc1ccc(NC(=O)CN(C)C(=O)c2ccc(Cl)nc2)cc1
· | 0.2 | O=C(c1ccccc1CCc1ccccc1)N1CCCC1
2 | -2.2 | CC(C)c1ccc(CNc2nnnn2C)cc1
4 | -0.3 | O=C1CN(C(=O)COc2ccccc2)c2ccccc2N1
2 | 1.0 | CCc1ccc(-c2nc(CN3CCC(C(=O)N4CCN(c5ccccn5)CC4)CC3)c(C)o2)cc1
20 | -5.3 | CCOc1ccc(CCN2C(=O)CCC2(C)C(=O)NC(C)CC)cc1OCC (configuration not stated)
26 | 0.2 | Cc1ccc(-c2c[nH]c(=S)n2-c2ccccc2F)cc1
13 | 0.5 | CCC12CN3CCN(CC(C3)/C1=N\NC(=O)c1ccc(F)cc1)C2
3 | · | Cc1cccc(OCc2nnc(SCC(=O)Nc3cccc(C(=O)N4CCOCC4)c3)o2)c1C
28 | 1.2 | Cc1ccc(-c2[nH]c3cc(C(=O)NCCCn4ccnc4)ccc3c(=O)c2O)cc1
61* | -1.5 | COc1ccccc1C(=O)Nc1ccc2c3c(cccc13)CC2
23 | -1.8 | COc1ccc(CN2C(=O)N(c3ccccc3)C(=O)C2CC(=O)Nc2ccccc2)cc1OC (configuration not stated)
14 | -0.3 | S=C(NCCc1ccccc1)NCC(c1ccco1)N1CCCCC1 (configuration not stated)
21 | -2.3 | CC1=C(C(=O)N2CCCCC2)C(c2cccs2)NC(=O)N1 (configuration not stated)
3 | 1.3 | CCOP(=O)(OCC)c1nc(-c2ccc(Cl)cc2Cl)oc1N1CCCCC1
20 | -0.2 | CCN(CC(=O)NCc1ccc(F)cc1)Cc1nc2cc(Cl)ccc2c(=O)[nH]1
84* | 0.1 | COC(=O)c1cc(C(=O)OCC(=O)NC2CCS(=O)(=O)C2)cc([N+](=O)[O-])c1 (configuration not stated)
16 | -1.6 | Cc1cccc(C)c1NC(=O)CN(c1ccccn1)S(=O)(=O)c1ccccc1
48 | -1.3 | Cn1c(SCC(=O)Nc2ccccc2F)nc2c(c1=O)SCC2
16 | 0.1 | Cc1cc(C)n(C(=O)CNC(=O)C2COc3ccccc3O2)n1 (configuration not stated)
-4 | -2.6 | Oc1c(CN2CCCCC2)cc(COCc2ccccc2)c2cccnc12
20 | -1.3 | O=C(OCn1nnc2ccccc2c1=O)C1CCN(S(=O)(=O)c2cccs2)CC1
8 | -3.0 | Cc1ccc(NC(=O)CCNC(=O)c2ccc([N+](=O)[O-])cc2)cc1S(=O)(=O)N1CCOCC1
20 | 0.6 | CC(OC(=O)c1cc[n+]([O-])cc1)C(=O)Nc1ccc(Cl)cn1 (configuration not stated)
-4 | -0.7 | CCc1ccc(C(=O)NC2CCCCC2)s1
24 | -1.1 | Cc1ccc2c(c1)N(CC(=O)NC1CCCc3ccccc31)C(=O)CO2 (configuration not stated)
17 | -0.4 | Cc1cc(NNC(=O)c2cccc(C(F)(F)F)c2)nc2c1c(C)nn2C
22 | -1.6 | CC(C)(C)C(=O)Nc1cccc(-c2cc(-c3c(Cl)cccc3Cl)no2)c1
-4 | 0.0 | COCCn1nnnc1CN1C2CCCC1CC(NC(C)=O)C2 (configuration not stated)
2 | -0.8 | COc1cccc(C(=O)NCCS(=O)(=O)N(C)C2CCCCC2)c1

In the list so far, 3 have two or more sulfur atoms.
OX1R antag | STK33 inh | SMILES
15 | -3.2 | CC1Cc2ccccc2N1C(=O)CSc1nnc(CSc2ncccn2)n1C (configuration not stated)
48 | -1.3 | Cn1c(SCC(=O)Nc2ccccc2F)nc2c(c1=O)SCC2
20 | -1.3 | O=C(OCn1nnc2ccccc2c1=O)C1CCN(S(=O)(=O)c2cccs2)CC1

Continued:
OX1R antag | STK33 inh | SMILES
12 | -0.5 | Cc1ccc(OCC(=O)N(Cc2ccco2)C2CCS(=O)(=O)C2)cc1C (configuration not stated)
32 | -0.6 | CCN(CC)c1ccc2c(c1)C(=O)N(C)C2=O
1 | -1.9 | COc1ccc(C2CC(c3ccccc3)=NN2C(=O)COC(=O)c2cccc(N)c2)cc1 (configuration not stated)
23 | 0.0 | CCOC(=O)Cn1nc(C)n(-c2ccccc2)c1=O
0 | -0.3 | CCOc1ccc2nc(NC(=O)c3ccc(S(=O)(=O)N4CCOCC4)cc3)sc2c1
10 | -1.0 | COc1ccc(OC)c(C(=O)CSc2nnc(-c3cccs3)n2C)c1
11 | -2.4 | COc1ccc(CCN(Cc2nc(-c3ccccc3)no2)Cc2nc(-c3ccccc3)no2)cc1OC
35 | -0.3 | CC(C)CCN1C(=O)c2cccc3c(N)ccc(c23)C1=O
21 | 0.9 | Cc1ccc([N+](=O)[O-])cc1S(=O)(=O)Nc1ccc(OCC(=O)N2CCOCC2)cc1
3 | 0.0 | Cc1ccc(C(=O)Nc2cccc(C(F)(F)F)c2)cc1NC(=O)c1c[nH]c2cc(C(F)(F)F)ccc2c1=O
13 | -1.4 | COc1ccc(NC(C)=O)cc1S(=O)(=O)N1CCN(C/C=C/c2ccccc2)CC1
6 | -0.1 | COc1cc(C(=O)Nc2cccc(C)c2C)ccc1OCC(=O)N1CCOCC1
12 | -1.7 | O=S(=O)(c1ccccc1)N1CCN(c2nnc(-c3ccccc3)c3ccccc23)CC1
20 | -0.1 | CC(=O)N1CCCc2cc(S(=O)(=O)Nc3cccc(C)c3C)ccc21
-1 | -0.1 | Cc1c(C(=O)N2CCCCC2)c(S(=O)(=O)NCCc2ccccc2)c(C)n1C
12 | -0.4 | Cn1cccc1CNC(=O)Nc1ccc(Cl)c(Cl)c1
19 | -0.5 | Cn1cc(C(=O)NS(=O)(=O)Nc2ccc(Br)cc2)c2ccccc21
7 | -0.2 | CCOc1ccccc1N1CCN(C(=S)NC(=O)C23CC4CC(CC(C4)C2)C3)CC1
7 | -0.9 | COc1ccc(N2CCN(CC(O)COc3ccc([N+](=O)[O-])cc3)CC2)cc1 (configuration not stated)
18 | -0.6 | CC(C)c1onc(C(=O)NCCc2ccccc2)c1[N+](=O)[O-]
19 | -1.3 | CC1(C)N=C2C(=[N+]1[O-])CCC/C2=N\O
38 | -0.3 | CC1(C)CC(=O)C2=C(C1)NC1=C(C(=O)c3ccccc31)C2c1ccc(Cl)cc1 (configuration not stated)
21 | -0.3 | Cc1cccnc1NC(=O)c1cccc(S(=O)(=O)NCc2ccccc2)c1
-3 | -0.5 | Cn1c(=O)c2c(nc(CN3CCN(CCO)CC3)n2CCc2ccccc2)n(C)c1=O
11 | -0.8 | CN(CC(=O)Nc1ccccc1Cl)C(=O)c1ccc(-c2cccc(C(F)(F)F)c2)o1
19 | 1.3 | Cc1ccc(/C=c2\s/c(=C(/C#N)C(=O)N3CCCC3)n(Cc3ccco3)c2=O)s1
33 | 0.1 | O=C1c2ccccc2S(=O)(=O)c2cc(N3CCN(c4ccccn4)CC3)ccc21
21 | -2.4 | COc1ccc([C@H]2/C=C\CN(C(=O)C3CCCC3)[C@@H](C)C(=O)N2Cc2ccc(F)cc2)cc1
7 | -0.3 | NC(=O)c1cccc(C(N)=O)n1
28 | -1.5 | CC(C)(C)c1nnc(NC(=O)c2cc(-c3ccccc3)nc3ccccc23)s1
37 | 2.5 | CCOc1ncccc1C(=O)Nc1nc(C(C)(C)C)cs1
-2 | -2.2 | [O-][n+]1onc2c1CCC1N(O)C(c3ccccc3)CC21O (configuration not stated)
4 | -1.3 | CC(C)CC(NC(=O)c1ccccc1)C(=O)N/N=C/c1ccco1 (configuration not stated)
7 | -0.5 | COc1cc(OC)cc(C(=O)Nc2ccc(C(=O)Nc3ccccc3OC)cc2)c1
15 | -1.5 | Cc1ccc(NCc2nnc(SCC(=O)N(Cc3ccccc3)C(C)(C)C)o2)c(C)c1
8 | -1.5 | COc1ccc(C(=O)OCC(=O)NCc2ccc3c(c2)OCO3)cc1S(=O)(=O)N1CCOCC1
11 | -0.1 | COc1ccc(C2C(C(=O)C(C)(C)C)=C(O)C(=O)N2Cc2ccccc2)cc1 (configuration not stated)
13 | -0.7 | Cc1nc(SCC(=O)CC(=O)OC(C)C)c(C#N)c(C)c1C
4 | -1.7 | CCOC(=O)C1(CC)NC(c2ccco2)C2C(=O)N(c3ccc(C)cc3)C(=O)C21 (configuration not stated)
12 | 1.8 | S=c1[nH]nc(-c2cccc(Cl)c2)n1CCN1CCCCC1
11 | 0.2 | CCOc1ccc(N(CC(=O)Nc2ccccc2C(=O)N2CCCC2)S(C)(=O)=O)cc1
11 | 1.6 | CCCCC(=O)N1CCCC(C)C1 (configuration not stated)
5 | 0.7 | O=C(C[n+]1cc(-c2ccc(F)cc2)n2c1CCC2)Nc1nc(-c2ccccc2)cs1
18 | -1.1 | CC(=O)c1ccc(N(CC(=O)NC2CCCC2)C(=O)CNC(=O)c2ccco2)cc1
11 | -1.5 | CCS(=O)(=O)N1CCC(C(=O)NCCCN2CCC(Cc3ccccc3)CC2)CC1
7 | · | COc1ccc2oc(=O)cc(CN3CCOCC3)c2c1
10 | -0.1 | O=C(O)C(Cc1c[nH]c2ccccc12)NS(=O)(=O)c1ccc2ccccc2c1 (configuration not stated)
1 | 0.8 | CC(=O)Oc1ccc(C(=O)Nc2cccc(NC(=O)c3ccco3)c2)cc1
9 | -0.6 | NC(=O)c1ccccc1N(Cc1ccccc1)S(=O)(=O)c1ccccc1
4 | -1.5 | O=C(Nc1ccc(Br)cc1Br)C1CC(=O)N(Cc2ccccc2)C1 (configuration not stated)
2 | -2.8 | COc1ccccc1C(=O)NCCOc1ccc(C(C)(C)C)cc1
4 | 0.6 | O=C(COC(=O)c1ccc(Br)cc1)NCC1CCCO1 (configuration not stated)
7 | -1.7 | CC(=O)Nc1ccc(S(=O)(=O)NCc2ccc(C(=O)N3CCOCC3)cc2)cc1
38 | -0.5 | Cc1cccc(NC(=O)CCNS(=O)(=O)c2cccc3nsnc23)c1
9 | 0.2 | NC(=O)Nn1c(CCC(=O)O)ccc1-c1ccc(Br)cc1
5 | 0.5 | COc1cc(C(=O)CSc2nccn2C)cc(OC)c1OC
7 | -0.7 | COc1ccc(N2Cc3ccccc3/C2=N\C(=O)Nc2ccccc2)cc1
13 | -1.0 | CCN(CC(=O)Nc1ccccc1C(F)(F)F)C(=O)c1ccc(N2CCCC2=O)cc1
25 | -0.7 | Cc1ccc(C(C)C)c(OCCSc2nc3ccccc3n2CC(=O)O)c1
37 | 4.9 | Cc1ccc(C)c(NC(=O)C2CC(O)CN2C(=O)OCc2ccccc2)c1 (configuration not stated)

Further records follow.
OX1R antag | STK33 inh | SMILES
3 | -0.2 | O=C(CN1CCc2cc3c(cc2C1)OCCCO3)Nc1ccc(S(=O)(=O)N2CCCC2)cc1
17 | -0.2 | CC(=O)N1CCN(C(=O)CCC(=O)O)CC1
14 | -0.6 | O=C(COC(=O)c1ncc(Cl)c(Cl)c1Cl)Nc1cccnc1Cl
3 | -1.6 | O=C(CSc1nc(=O)n2ccccc2n1)Nc1ccc2c(c1)OCCO2
2 | 2.5 | Cc1cnc(C(=O)OCC(=O)Nc2ccc(C)c(S(=O)(=O)N3CCCCCC3)c2)cn1
23 | -1.3 | CCOC(=O)c1ccc(NC(=O)Cn2nnc(-c3ccccc3F)n2)cc1
26 | -1.1 | COCCN(C(=O)CNC(=O)c1ccco1)C(C(=O)NC1CCCC1)c1ccccc1F (configuration not stated)
4 | -0.9 | COc1ccc(CC(=O)Nc2nc3n(n2)C(c2ccccc2)CC(=O)N3)cc1OC (configuration not stated)
69* | -1.0 | Cc1cccc(-c2noc(CN(C(=O)c3ccc4c(c3)OCO4)C(C)C)n2)c1
1 | -0.7 | O=C(COC(=O)/C=C/c1ccccc1Cl)NC1CCCC1
8 | -0.8 | CC(NC(=O)c1ccc(N2CCCC2=O)cc1)c1ccccc1 (configuration not stated)
17 | -0.6 | COc1ccc(Nc2nc3ccccc3s2)cc1
50 | -1.6 | CCN(CCNC(=O)c1cccc(N2CCCC2=O)c1)c1ccccc1
5 | -0.8 | COc1ccccc1Cn1c(=S)[nH]c2cc(C(=O)N3CCCC3)ccc2c1=O
12 | · | CCCC(C(=O)Nc1nccs1)c1ccccc1 (configuration not stated)
11 | -2.8 | OCCC1CN(Cc2c(O)ccc3ccccc23)CCN1CCc1ccccc1 (configuration not stated)
18 | -0.2 | Cc1nc(N2CCCCC2)c2ccsc2n1
10 | 0.3 | CCC(=O)Nc1cc(Cl)ccc1C(=O)O
5 | 0.6 | CCOc1[nH]n(-c2ccccc2)c(=O)c1C=NCc1ccncc1
4 | -0.1 | CC(C)=CCC(C)(C)/C=N/NC(N)=O
6 | -1.1 | COc1ccc(-c2nnc(SCc3ccccc3)n2N)cc1
48 | 1.0 | CCSc1nnc(NC(=O)c2cccc(S(=O)(=O)N(C)c3ccc(C)cc3)c2)s1
